Screens (PubChem BioAssay)
Salmonella PhoP GFP: inhibitors of PhoP regulon expression, primary screen, Salmonella Typhimurium, GFP reporter (AID 1863); S. Typhimurium PhoP-regulated promoter GFP reporter, 4 h; higher % means a stronger effect; one-dose inhibition, % at 50 µM; IC50 in µM for titrated hits; 300,000 tested, 0.16% active;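 active = inhibition over 29.93%, a cutoff 3 SD above the screen mean, later confirmed by dose response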;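 also: 0% = low Mg2+ inducing control and 100% = high Mg2+ repressing control; strong numbers were not always called active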
MT stabilizer: microtubule stabilizers in HeLa cells, primary screen, imaging, high-content imaging; % tubulin-high responders, % at 10 µM; 200,000 tested, 0.83% active; AID 2205, 2009; HeLa tubulin immunostaining HCS, 24 h; share of cells brighter than vehicle mean+2SD;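 active = plate Z-score above 3 for both tubulin-high and condensed-nucleus cell shares, with cell loss under 80%, at 10 µM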;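 also: anti alpha tubulin signal scored within the nucleus-defined area of each cell; some results filed as inactive read as strong as hits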
bCat nuc transl: modulators of beta-catenin nuclear translocation, primary screen, imaging, HeLa cells, immunofluorescence, high-content | 190,000 tested, 0.3% active | AID 1665, 2009 | nuclear translocation activity, % at 5 µM;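 active = nuclear translocation activity above 50% at 5 µM, with a well cell count of 50 or more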;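 also: per-cell ratio of nuclear to cytoplasmic median beta-catenin stain intensity; plate controls were DMSO negative control for no effect and GSK-3 inhibitor IX positive control for full effect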
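Test system: HeLa cells, endogenous beta-catenin; Compound: single 5 µM dose plus 0.02–20 µM confirmation series; Times: compound exposure 24 h at 37°C; Signal: fluorescence imaging of beta-catenin antibody stain plus DAPI; Read-out: % activation, nuclear-to-cytoplasmic median beta-catenin signal ratio per cell.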
Dynein cargo inh: inhibitors of GR-EGFP nuclear translocation, primary screen, dynein cargo transport inhibitor project, imaging, high-content, 3617.4 mouse cells; test concentration mostly 20 µM; stimulated with dexamethasone, 1 µM; stronger effect = lower value; z-score, hits read low; 220,000 tested, 0.47% active; AID 1381, 2008;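 active = plate z-score of nuclear minus cytoplasmic receptor signal below a set negative limit, without overly bright fluorescence or cell loss, cut at about -3.5 in these data, passing the limit was not always enough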;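 also: z-score of nuclear minus cytoplasmic ring GR-EGFP intensity difference per well; some compounds called inactive have numbers as strong as hits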
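Buffer or medium: tet-free, stripped-serum medium; reagent: dexamethasone at 1.0 µM final, 30 min; incubation: 48 h induction, 1 h compound, 30 min dex at 37 °C; measured by: formaldehyde fixation, Hoechst nuclear stain, 10x automated fluorescence imaging; read-out: nuclear-to-cytoplasmic GR-EGFP distribution per well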
T cell modulator: modulators of CD8 T cell-vesicle binding, primary screen, mouse 2C CD8+ T cells, flow cytometry; 2C CD8+ T cell-vesicle binding; stronger effect = lower value; 330,000 tested, 0.068% active; calls only at 7 µM;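 active = response, share of CD8 T cells binding vesicles, and their 90th percentile fluorescence all below set limits, cut at about 80% in these data, passing the limit was not always enough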
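incubation = binding step 1.5 h, 37 °C, antibody labelling 20 min, ice | test system = 2C mouse CD8+ T cells | read-out basis = percent CD8+ FL2 mean versus row control | controls = Peptide-free naked vesicles (low) and QL9 vesicles with 0.7% DMSO vehicle (high) | detection = flow cytometry of vesicle-bound cells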
Autophagy mod: autophagy modulators in MEF cells, primary screen, imaging, high-content, MEF GFP-LC3 | MEF GFP-LC3 puncta imaging; test concentration mostly 10 µM | calls only at 10 µM (by protocol) | 190,000 tested, 0.98% active | AID 463193, 2010;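 active = percentage of spot-positive cells more than 3 SD above its plate mean, without a fluorescence outlier flag or 80% toxicity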;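 also: spot-positive cell cutoff set from DMSO-treated cells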
Lipid droplet: inhibitors of hepatocyte lipid droplet formation, primary screen, imaging, high-throughput imaging, BODIPY stain. AML12 mouse hepatocytes, oleate lipid droplets. inhibition, % at 6.5 µM. 240,000 tested, 0.4% active;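 active = lipid droplet intensity inhibited by at least 50%, with more than 500 cells counted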
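Test system: AML12 hepatocytes (mouse); reagent: oleate loading, 100 µM; dosing: one dose, 6.5 µM compound; incubation: overnight exposure; signal: fluorescence imaging, 20x objective, two fields per well; read-out basis: % inhibition of corrected integrated BODIPY droplet signal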
Insulin prom up: insulin promoter activators in MIN6 cells, imaging, high-content screening, mouse beta cells | z-score at 5 µM | MIN6 insulin promoter-GFP reporter; stronger effect = higher value | AID 1625, 2009 | 190,000 tested, 0.3% active;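 active = z-score above 3 at 5 µM with at least 500 cells counted in the well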
CSM14.1 death rescue: rescue of cells from ER stress-induced death, primary screen, 384-well, CSM14.1, thapsigargin, ATP luminescence (AID 1222) | CSM14.1 thapsigargin-induced death rescue, ATP luminescence; higher % means a stronger effect | cellular ATP content (survival), % at 20 µM; hits with a dose series show EC50 in µM | 190,000 tested, under 10 active;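 active = EC50 below 50 µM in the dose-response confirmation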;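 also: death triggered by thapsigargin at about 15 µM added after 2 h compound pretreatment; cell ATP read after overnight thapsigargin exposure of roughly 18 to 22 hours; normalized against plate controls of thapsigargin alone and 5% DMSO vehicle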
Dynein cargo inh cytoplasmic EGFP: further read-out of Dynein cargo inh, marked with its call; z-score; measured here: cytoplasmic GR-EGFP intensity; stronger effect = higher value
Dynein cargo inh nuclear GR-EGFP: second read-out of Dynein cargo inh, no call of its own (marks repeat the call); z-score; measured here: nuclear GR-EGFP intensity;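 lower value marks the stronger effect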
Dynein cargo inh cell count: recorded beside Dynein cargo inh, whose call it bears; z-score; measured here: cell count per field
Insulin prom up cell count: also measured in Insulin prom up; calls as there; cell count; measured here: cytotoxicity, nuclei count;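 total cells summed across four imaged fields per well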
Lipid droplet cells 6.5 µM: also measured in Lipid droplet; calls as there; cell count; measured here: cell count, cytotoxicity flag;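 cells counted across two imaged fields per well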
bCat nuc transl cell count 5 µM: also measured in bCat nuc transl; calls as there; cell count; measured here: cell count, cytotoxicity flag
T cell modulator vesicle-bound %: further read-out of T cell modulator, marked with its call; double positive events, %; measured here: CD8+ vesicle-bound cell fraction;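 binding gate set so that unloaded-vesicle control wells show 10% double positive cells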
MT stabilizer Hoechst-high %: further read-out of MT stabilizer, marked with its call; % Hoechst-high responders; measured here: nuclear condensation Hoechst responders;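 share of cells brighter than vehicle mean plus two SD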
MT stabilizer cytotoxicity %: further read-out of MT stabilizer, marked with its call; toxicity, %; measured here: cytotoxicity by cell density;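 0% = mean cell density of plate MIN control wells and 100% = no cells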
Autophagy mod cell loss 18 h: further read-out of Autophagy mod, marked with its call; toxicity, %; measured here: cell loss, nuclei count;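 cell loss after 18 h compound exposure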
* marks the source's active call; other numbers are inactive results; i = inactive; · = not tested or not shown; + = active, no number.

Second line of a record: Salmonella PhoP GFP, MT stabilizer, MT stabilizer Hoechst-high %, MT stabilizer cytotoxicity %, bCat nuc transl, bCat nuc transl cell count 5 µM, Dynein cargo inh, Dynein cargo inh cytoplasmic EGFP, Dynein cargo inh nuclear GR-EGFP, Dynein cargo inh cell count, T cell modulator, T cell modulator vesicle-bound %, Autophagy mod, Autophagy mod cell loss 18 h, Lipid droplet, Lipid droplet cells 6.5 µM, Insulin prom up, Insulin prom up cell count, CSM14.1 death rescue
1) On1nnc2ccc3ccccc3c21
→ -17.4%, 3.7, 2.4, 4.8, -2.8, 551, -0.55, -0.284, -0.458, -0.0547, i, 11.1, i, -11.0, ·, ·, -0.22, 1276, -2.9%
2) c1ccc(-c2ccc3c(c2)NC(C2Nc4cc(-c5ccccc5)ccc4O2)O3)cc1 (stereo unspecified)
→ -3.8%, ·, ·, ·, -3.3, 1055, -0.462, -0.312, -0.475, 1.2, i, 48.7, ·, ·, 7.7, 675, 0.09, 1359, ·
3) CSCCC1NC(=O)N(CC(=O)Nc2c(C(C)C)cccc2C(C)C)C1=O (stereo unspecified)
→ -6.7%, 3.1, 3.9, 5.1, -4.4, 1013, -0.423, -0.269, 0.247, 0.119, i, 27.3, i, 5.8, 13.1, 693, -0.43, 1241, -0.1%
4) Cc1nc(N2CCN(Cc3ccc4c(c3)OCO4)CC2)c2cc(-c3ccccc3)sc2n1
→ 2.9%, 3.9, 4.2, 8.5, 3.3, 1065, 1.57, -0.116, 0.988, -1.98, i, 4.6, i, -2.1, -20.0, 655, 0.46, 1053, ·
5) Cc1nonc1NC(=O)CSc1nnc(-c2ccoc2C)n1CC(C)C
→ -5.2%, 3.5, 3.2, 9.3, 1.1, 771, -0.496, -0.196, -0.0465, 0.258, i, 30.7, i, -4.7, ·, ·, -0.61, 1111, -0.9%
6) O=C(C1CCC(CNS(=O)(=O)c2cccc3nsnc23)CC1)N1CC=C(c2ccccc2)CC1 (stereo unspecified)
→ 5.5%, 4.9, 1.7, 2.9, ·, ·, -0.415, -0.273, -0.238, 0.649, i, 13.9, i, 8.3, ·, ·, -1.59, 714, 5.9%
7) COc1cc(NC(=O)CSc2nc(C)c(C)c(C)n2)c(C)cc1[N+](=O)[O-]
→ 13.4%, 4.7, 1.6, 9.7, -0.3, 1129, 1.7, -0.0757, 1.07, 0.348, i, 11.0, i, 22.3, 5.0, 617, -0.28, 1493, -1.0%
8) COc1ccc(CCNC(=O)c2ccc(CNc3nc(=S)[nH]c4ccccc34)cc2)cc1OC
→ 5.0%, 3.5, 3.3, 1.9, -3.7, 1108, -0.706, -0.351, -0.332, 0.7, i, 53.9, i, -6.5, 51.8*, 681*, 0.27, 1217, -0.5%
9) Cc1nnc(NC(=O)CSc2ccc([N+](=O)[O-])cn2)s1
→ 7.6%, 4.1, 1.4, 6.6, 3.0, 1038, 0.0797, -0.352, -0.555, 0.74, i, 7.5, i, 12.2, 32.3, 686, -0.55, 1381, -1.1%
10) COc1ccc(NC(=O)CSc2nncs2)cc1OC
→ 6.1%, 0.9, 2.0, 12.8, -4.1, 951, -0.582, -0.0992, -0.111, 0.63, i, 52.7, i, 12.7, ·, ·, 0.1, 1559, 1.4%
11) Cc1nc(-c2ccccc2)sc1-c1nc(-c2ccncc2)ncc1S(=O)(=O)c1ccccc1
→ -1.5%, 8.0, 1.9, 9.6, -3.1, 1420, -0.552, 0.14, -0.257, -1.28, i, 31.3, i, 5.6, ·, ·, -0.17, 1378, -1.8%
12) COc1ccc(S(=O)(=O)N2N=C(C)Oc3ccccc3C2=O)cc1
→ -6.7%, 37.4*, 35.5*, 51.8*, 79.7*, 643*, -0.327, -0.245, -0.886, 0.877, i, 32.0, i, 52.0, ·, ·, -0.75, 977, -1.3%
13) CC(=O)c1cc2c(cc1NC(=O)CSc1nc3ccccc3o1)OCO2
→ -15.3%, 4.5, 2.4, 6.8, ·, ·, 2.47, 10.4, 4.03, -4.94, i, 32.2, i, 30.8, -6.2, 683, -0.59, 1181, -2.1%
14) COc1ccccc1C(=O)OCc1c(F)cccc1Cl
→ 5.4%, 1.2, 1.1, 6.6, ·, ·, -0.205, -0.208, -0.406, 0.1, i, 42.4, i, 4.4, ·, ·, ·, ·, 6.5%
15) NC(=O)c1ccc(NC(=O)COC(=O)/C=C/c2ccc3c(c2)OCO3)cc1
→ 5.8%, ·, ·, ·, 1.6, 1403, 1.81, -0.206, 0.682, -0.598, i, 47.8, ·, ·, 2.5, 639, ·, ·, ·
16) CCn1cc(C2=NCCO2)c2ccccc21
→ 25.1%, 2.3, 4.7, 11.3, ·, ·, -0.248, -0.213, 0.019, -0.0312, i, 21.9, i, -0.8, ·, ·, 0.34, 899, 1.0%
17) Nc1ccnn1Cc1cccs1
→ 16.0%, 3.4, 1.2, 7.7, 0.8, 1030, 0.0701, -0.267, -0.0763, 0.638, i, 3.4, i, 33.6, 22.4, 719, 1, 1558, 0.7%
18) C=CCn1c(Cc2c[nH]c3ccccc23)nnc1SCC(=O)NCc1ccccc1
→ -4.4%, 3.1, 1.7, 4.3, -1.3, 1341, -0.35, -0.236, -0.809, 0.127, i, 26.6, i, -3.4, ·, ·, -0.09, 1561, -0.3%
19) COc1cc2ncnc(NCc3cccs3)c2cc1OC
→ -8.4%, 2.3, 1.2, 6.9, 2.4, 1521, -0.58, -0.247, -0.354, 0.377, i, 16.0, i, -0.7, 51.6*, 500*, -0.38, 1388, -0.2%
20) Cc1ccc(-c2nnc(SCC(=O)Nc3ccccc3N3CCOCC3)o2)cc1
→ 2.3%, 3.4, 2.6, 7.6, -0.3, 1112, -0.12, -0.171, -0.327, 0.743, ·, ·, i, -2.2, 2.2, 702, 0, 1005, 0.5%
21) Cc1nc2ccc(NC(=O)c3ccc([N+](=O)[O-])cc3[N+](=O)[O-])cc2s1
→ 5.1%, 6.1, 1.5, 9.4, 1.5, 1097, -0.564, -0.291, -0.00701, 1.64, i, 36.9, i, 7.3, -9.9, 638, 0.41, 1206, ·
22) CCOC(=O)C[n+]1c(C)ccc2c1CCC2
→ 5.7%, 3.9, 2.4, 3.6, -0.2, 1143, 0.175, -0.229, -0.0346, 0.561, i, 32.1, i, -7.2, -0.7, 713, ·, ·, -0.5%
23) CCCCc1ccc(NC(=S)NCc2ccccc2OC)cc1
→ -4.2%, 3.2, 3.2, 12.0, 0.2, 1611, -0.259, 0.412, 0.287, 0.288, i, 56.9, i, 3.8, -26.4, 715, -1.56, 1206, -0.1%
24) CC(C)c1ccc(CCNC(=O)c2ccc([N+](=O)[O-])cc2)cc1
→ -2.0%, 3.4, 2.3, 7.2, -2.2, 1095, -0.892, -0.213, -0.622, -0.0701, i, 53.5, i, -18.9, -5.9, 562, -0.19, 1529, -0.7%
25) O=C(/C=C1\SC(=O)NC1=O)Nc1ccc(F)cc1
→ -2.5%, 1.3, 0.8, 4.1, -2.4, 1078, -0.805, -0.293, -0.303, 0.549, i, 40.1, i, 6.9, 21.8, 692, 0.12, 1197, -0.6%
26) CSc1cccc(NC(=S)N(CCC(C)C)C2CCN(C(C)C)CC2)c1
→ -5.2%, 3.6, 3.1, 3.6, ·, ·, 0.739, 0.164, 0.572, -1.54, i, 46.8, i, 4.9, 11.3, 741, -0.37, 1248, 0.4%
27) O=C(CCCN1C(=O)/C(=C/c2cccc(Br)c2)SC1=S)Nc1cccnc1
→ -8.6%, 2.9, 2.5, 8.4, 0.2, 1059, -0.422, -0.206, -0.0595, 0.265, i, 45.4, i, 12.5, 16.9, 687, -2.04, 1313, -0.2%
28) Nc1nc(NCCCN2CCOCC2)nc(Nc2cccc(Cl)c2)c1[N+](=O)[O-]
→ -14.1%, ·, ·, ·, 3.3, 1316, 1.13, 0.143, 0.388, -1.08, i, 19.3, ·, ·, -10.1, 748, -2.19, 1370, ·
29) COc1cc2[nH]c3c(N4CCN(c5ccccn5)CC4)ncnc3c2cc1OC
→ 12.2%, 6.8, 2.4, 18.3, -5.5, 937, -0.748, -0.201, -0.171, 0.356, i, 6.5, +, 15.2*, ·, ·, -1.38, 684, 0.7%
